Growth percent in the NCI-60 one-dose screen (48 h, 10 µM unless noted): 100 = growth as untreated, 0 = no growth, -100 = all killed.
A549/ATCC: A549/ATCC NSCLC. hit rate 3.7% among 81,000
EKVX: EKVX NSCLC; hit rate 3% among 71,000
HOP-62: HOP-62 NSCLC. hit rate 3.9% among 80,000. AID 1794735
LOX IMVI: LOX IMVI melanoma. hit rate 7.4% among 79,000
SK-MEL-5: SK-MEL-5 melanoma. hit rate 6.4% among 80,000. AID 1794755
CCRF-CEM: CCRF-CEM leukemia. hit rate 7% among 77,000
HOP-92: HOP-92 NSCLC cells; AID 1794738; hit rate 6.3% among 71,000
M14: M14 melanoma. hit rate 6.2% among 80,000
* hit, by the source's call; / = no result given; & = joins results of further samples; [ ] = another dose, or the depositor's remark. Rule for the calls: active = growth percent below 10; inactive = the rest.

The opening five compounds, to show the layout:
SMILES | A549/ATCC | EKVX | HOP-62 | LOX IMVI | SK-MEL-5 | CCRF-CEM | HOP-92 | M14
CCOC(=O)c1c2c(c(C)n1C)-c1[nH]ncc1CC2 | 96.3 | 81.6 | 60.3 | 87.7 | 75.7 | 88.0 | 21.0 | /
COc1c(F)ccc(C(=O)Nc2ccc3nc(N)sc3c2)c1F | 99.5 | 105.3 | 106.2 | 103.2 | 98.0 | 84.4 | / | 105.0
O=C(CC(c1ccccc1)c1ccccc1)c1ccccc1 | 79.4&91.3&90.1 | 61.0&86.4 | 94.5&90.1&98.7 | 81.4&88.5&92.9 | 94.9&91.2&95.9 | 90.9&100.6&87.3 | 52.4&75.1&84.8 | 99.9&97.3&102.2
O=[N+]([O-])CC(c1ccccc1F)c1c[nH]c2ccccc12 (stereo not drawn) | 70.0 | 79.4 | 69.0 | 61.0 | 81.5 | 69.7 | 80.9 | 52.3
CC1=CCC(OC(=O)C(C)(O)CCC(O)([C+](C)OC2(C)C=CC(O)(C(C)C)CC2)C(C)C)(C(C)C)CC1 (stereo not drawn) | 98.6 | 102.0 | 104.0 | 100.3 | 102.3 | 94.4 | 105.1 | 111.3

The whole of this part, previewed entries included:
SMILES | A549/ATCC | EKVX | HOP-62 | LOX IMVI | SK-MEL-5 | CCRF-CEM | HOP-92 | M14
CCOC(=O)c1c2c(c(C)n1C)-c1[nH]ncc1CC2 | 96.3 | 81.6 | 60.3 | 87.7 | 75.7 | 88.0 | 21.0 | /
COc1c(F)ccc(C(=O)Nc2ccc3nc(N)sc3c2)c1F | 99.5 | 105.3 | 106.2 | 103.2 | 98.0 | 84.4 | / | 105.0
O=C(CC(c1ccccc1)c1ccccc1)c1ccccc1 | 79.4&91.3&90.1 | 61.0&86.4 | 94.5&90.1&98.7 | 81.4&88.5&92.9 | 94.9&91.2&95.9 | 90.9&100.6&87.3 | 52.4&75.1&84.8 | 99.9&97.3&102.2
O=[N+]([O-])CC(c1ccccc1F)c1c[nH]c2ccccc12 (stereo not drawn) | 70.0 | 79.4 | 69.0 | 61.0 | 81.5 | 69.7 | 80.9 | 52.3
CC1=CCC(OC(=O)C(C)(O)CCC(O)([C+](C)OC2(C)C=CC(O)(C(C)C)CC2)C(C)C)(C(C)C)CC1 (stereo not drawn) | 98.6 | 102.0 | 104.0 | 100.3 | 102.3 | 94.4 | 105.1 | 111.3
C=CC(=O)Oc1ccc(C(C)(C)c2ccc(OC(=O)C=C)c(Cl)c2)c(Cl)c1 | 89.7 | 97.6 | 95.1 | 94.0 | 98.1 | 52.1 | 83.2 | 91.2
Nc1ccccc1-c1cc2c(c3c1[nH]c1ccccc13)CCCCCCCC2 | 97.2 | 83.7 | 104.0 | 90.1 | 92.4 | 82.6 | 96.1 | 79.2
COc1cc(C2N=C(SC)NC(C)=C2C(C)=O)ccc1O (stereo not drawn) | 94.2 | 75.7 | 79.9 | 101.3 | 101.9 | / | 115.5 | 106.6
COc1cc(NCC(=O)Nc2cc(Nc3cccc(I)c3)ncn2)c(Cl)c(OC)c1Cl | 82.1 | 82.3 | 79.0 | 91.3 | 89.0 | 77.5 | 87.5 | 92.0
CCn1c2ncccc2c2c3c(c4c5cccnc5n(C)c4c21)C(=O)NC3=O | 58.4 | 67.7 | 56.1 | 55.8 | 89.9 | 35.2 | 76.2 | 62.3
O=C(C1CCCCC1)N1CC(=O)N2CCc3ccccc3C2C1 (stereo not drawn) | 99.6 | 101.2 | 116.6 | 101.4 | 90.6 | 93.3 | 96.0 | 105.8
COc1cc(-c2nnc(-c3cc4ccc(OCc5ccccc5)cc4nc3OC)o2)cc(OC)c1OC | 96.1 | 94.0 | 88.9 | 97.6 | 83.1 | 105.7 | 86.0 | 99.5
Cc1ccc(Nc2ccc(O)c3c2C(=O)c2ccccc2C3=O)c(S(=O)(=O)O)c1 | 104.8 | 109.3 | 96.6 | 94.9 | 103.2 | 97.1 | 93.7 | 107.0
COc1ccc(C=NCCc2ccc(OC)c(OC)c2)cc1OC | 98.4 | 97.7 | 100.9 | 94.2 | 103.9 | 96.0 | 86.6 | 124.3
O=C(O)C(CS(=O)(=O)O)Nc1ncnc2nc[nH]c12 (stereo not drawn) | 108.8 | 109.2 | 104.3 | 118.1 | 102.3 | 96.5 | 117.0 | 99.4
CC1=Nc2cnc(Nc3ccc(OCCN4CCCCC4)cc3)nc2Nc2ccccc21 | 77.2 | 78.3 | 81.4 | 47.6 | 69.2 | 70.2 | 32.0 | 50.6
COc1ccc2cc(-c3nc(C)c(C(C)=O)c(-c4ccc(C)cc4)n3)ccc2c1 | 92.4 | / | 104.9 | 100.8 | 75.4 | 89.7 | 86.2 | 91.1
COc1ccc(Cn2c(Br)c3c(c2-c2cc(OC)c(OC)c(OC)c2)CCc2sc(NC(C)=O)nc2-3)cc1 | 52.8 | / | 60.3 | 33.3 | 16.6 | 16.9 | 65.5 | 47.9
O=c1[nH]c2ccc(Cl)cc2cc1CSc1ccc(Nc2nccc(-c3ccc(Cl)cc3)n2)cc1 | -41.8* | 82.0 | 93.8 | 35.8 | 97.0 | 74.8 | 82.1 | 84.4
CCCC1=CC(=O)CCC1 | 94.0 | 107.5 | 106.1 | 95.4 | 99.9 | 97.3 | / | 98.1
O=C(O)/C=C\C(=O)Nc1ccc(N=Nc2ccc([N+](=O)[O-])cc2)cc1 | 85.8 | 80.7 | 101.4 | 69.4 | 79.6 | 89.1 | 62.4 | 99.5
CCOCC(C)(COC(C)=O)CC(C)(COC(C)=O)CC(C)COC(C)=O (stereo not drawn) | 94.7 | / | 98.6 | 109.9 | 106.4 | / | 82.8 | 104.9
NNCCc1ccc(NC(=O)CCCc2ccccc2)cc1 | 79.8 | 86.9 | 88.1 | 98.1 | 89.3 | / | 102.3 | 101.0
N#Cc1c(NC(=O)c2ccco2)[n+]([O-])c2cc(Cl)c(Cl)cc2[n+]1[O-] | 96.6 | 82.4 | 136.7 | 90.5 | 94.8 | / | 212.3 | 142.0
CC[C@@](C)(NC(=O)C(C)(C)NC(=O)[C@@H](NC(=O)[C@@H]1CCCN1C(=O)C(C)(C)NC(=O)[C@H](CC(C)C)NC(=O)CNC(=O)C(C)(C)NC(=O)[C@@H](NC(=O)C(C)(C)NC(=O)[C@H](CCC(N)=O)NC(=O)[C@H](C)NC(=O)C(C)(C)NC(=O)[C@H](C)NC(=O)C(C)(C)NC(=O)[C@@H]1CCCN1C(=O)C(C)(C)NC(C)=O)C(C)C)C(C)C)C(=O)N[C@@H](CCC(N)=O)C(=O)N[C@@H](CCC(N)=O)C(=O)N[C@H](CO)Cc1ccccc1 | 50.1[4.25 µM] | 71.6[4.25 µM] | 51.9[4.25 µM] | 4.5*[4.25 µM] | -39.8*[4.25 µM] | 35.6[4.25 µM] | -13.3*[4.25 µM] | 65.9[4.25 µM]
CCCCOC(=O)c1cccc(C(=O)OCCCC)n1 | 105.0 | 106.4 | 99.5 | 100.7 | 112.6 | 97.0 | / | 105.9
CCCCCCCCCCCCCCCCSc1ccc(S(=O)(=O)N(C)C)cc1C(=O)O | 99.1 | 92.9 | 108.9 | 117.0 | 102.5 | 103.2 | 72.7 | 106.7
Oc1ccccc1/C=N/Nc1ccc2ccccc2n1 | 44.0 | / | 57.3 | 42.3 | 51.3 | 10.7 | 70.9 | 52.3
CCN(CC)CCCNC(=O)c1ccc(N)cc1 | 105.2 | 104.2 | 98.5 | 102.8 | 97.7 | -34.9* | 101.4 | 98.7
COc1ccccc1/C=N/NC(=O)COc1ccc(NC(=O)Nc2ccc(Cl)cc2)cc1 | 97.6 | 99.7 | 100.1 | / | 99.8 | 100.1 | 98.5 | 114.3
CC(C)(C)OC(=O)c1ccccc1 | 92.5 | 99.2 | 89.2 | 93.7 | 101.9 | 106.4 | 111.9 | 99.9
CC1(C)C=Cc2c(cc3occ(-c4ccc(O)cc4)c(=O)c3c2O)O1 | 98.7 | / | 95.0 | / | 97.9 | 48.8 | 107.6 | 90.3
COc1ccc(-c2c(N)n[nH]c2-c2ccc(Cl)cc2O)cc1 | 98.6 | 100.1 | 93.9 | 79.1 | 95.0 | 62.6 | 84.3 | 75.3
COc1ccc(-c2c(Nn3cnnn3)no[n+]2[O-])cc1 | 67.1 | 53.7 | 75.2 | / | 75.7 | 40.6 | 26.0 | 59.9
CCCCCNc1ccc(C#N)c(OCCN2CCCCC2C)c1 (stereo not drawn) | 84.5 | 80.2 | 90.9 | 88.1 | 79.7 | 64.2 | 44.3 | 37.5
CCN1C(=O)N(CC)C2C1NN=c1s/c(=C3\C(=O)N(CC(C)C)c4ccccc43)c(=O)n12 (stereo not drawn) | 21.6 | 53.7 | 45.6 | 24.7 | 14.9 | 11.6 | 66.3 | 18.8
CN1CCN(c2nc(SCc3ccc([N+](=O)[O-])cc3)nc(-c3ccc(F)cc3)c2C#N)CC1 | 81.3 | 77.6 | 73.7 | 79.1 | 83.6 | 82.5 | 53.0 | 101.9
COc1cc(-c2nc3occn3c2-c2ccnc(NCCNS(=O)(=O)c3ccc(Cl)cc3)n2)ccc1F | 82.0 | 78.1 | 93.3 | 81.9 | 66.1 | 60.9 | 78.5 | 86.0
Cn1c(=O)c2[nH]c(SC/C(=N/O)c3ccc(Cl)cc3)nc2n(C)c1=O | 95.3 | 99.6 | 103.8 | 101.5 | 99.3 | 96.1 | 107.4 | 100.9
Cc1cc(C)c(C)c(O)c1 | 107.5 | 111.6 | 110.3 | 103.7 | 119.3 | 110.1 | / | 105.9
CCn1cc(C(=O)NNC(=S)Nc2ccc(OC)cc2)c(=O)c2ccc(C)nc21 | 93.1 | 94.7 | 93.8 | 96.8 | 96.8 | 84.7 | 82.7 | 103.1
S=c1[nH]cc[nH]1 | 97.2 | / | 94.6 | 101.5 | 102.5 | 98.6 | 93.0 | 116.6
O=[N+]([O-])c1ccccc1NCCO | 104.7 | 99.0 | 110.7 | 100.6 | / | 105.9 | / | 101.3
Cc1cc(C)c(/C=C2\C(=O)Nc3c2ccc(Cl)c3Cl)[nH]1 | 55.5 | 87.2 | 102.3 | 93.8 | 96.4 | 65.0 | 72.7 | 72.4
Cc1ccn2c(NC3CCCCC3)c(-c3ccc(C)o3)nc2c1 | 79.3 | 95.0 | 92.6 | 104.5 | 81.2 | 86.4 | 69.0 | 94.4
CCOC(=O)N(C)c1ccccc1 | 101.8 | 99.8 | 90.3 | 97.0 | 103.5 | 106.6 | 94.6 | 98.2
CCN(CC)Cc1cc(Nc2ccnc3ccc(OC)cc23)ccc1O | 22.5 | 67.1 | 71.2 | 4.8* | 50.4 | 55.5 | / | 29.5
COc1ccc(Nc2ncc3c(n2)CCc2cnc(C)nc2-3)cc1 | 107.2 | 79.3 | 91.7 | 94.9 | 95.2 | 116.3 | 83.3 | 103.9
COc1cc2c(cc1OCCCN1CCN(CCCn3c4ccccc4c4ccccc43)CC1)N=C[C@@H]1CCCN1C2=O | -37.5* | -86.8* | -66.0* | -91.2* | -100.0* | -11.4* | -80.5* | /
C/C(=N\NC(=O)c1cc(O)c(O)c(O)c1)c1cccnc1 | 101.4 | / | 103.5 | 95.8 | 100.0 | 110.6 | / | 104.3
CC(=O)/C(C)=C\C1C(C)=CCCC1(C)C (stereo not drawn) | 105.9 | 117.5 | 144.0 | 101.6 | 114.1 | 106.6 | 117.8 | 99.8
NC(N)=NCCC[C@@H](NC(=O)[C@@H](Cc1ccccc1)NC(=O)Cc1ccc(Cl)cc1)C(=O)NCC(=O)NCc1cn(CCNC(=O)CCC(F)(F)C(F)(F)C(F)(F)C(F)(F)C(F)(F)C(F)(F)C(F)(F)C(F)(F)F)nn1 | 87.4 | 90.3 | 96.1 | 82.9 | 92.4 | 100.7 | 47.6 | 92.3
CC(O)(C(N)=O)c1ccccc1 (stereo not drawn) | 104.6 | 96.2 | 104.9 | 94.6 | 98.1 | 112.0 | / | 106.5
Cc1ccc(O)c(-n2nc3ccccc3n2)c1 | 96.1 | 101.6 | 95.4 | 102.9 | 104.9 | / | 121.8 | 99.8
Cc1cccc(NCS(=O)(=O)O)c1 | 75.0 | 98.7 | 92.4 | 95.2 | 99.7 | 102.2 | 99.4 | 105.7
Cc1cc(CCCC(=O)O)c(C)s1 | 94.8 | 103.8 | 108.4 | 98.7 | 107.2 | 96.0 | 109.0 | 95.6
C#CC(NC(C)(C)CC(C)(C)C)C(C)C (stereo not drawn) | 101.7 | 119.2 | 104.1 | 94.9 | 101.9 | 94.1 | 97.3 | 98.5
O=Cc1cn(S(=O)(=O)c2ccc3ccccc3c2)c2ccccc12 | 99.8 | 87.9 | 81.6 | 73.6 | 76.1 | 77.1 | 26.1 | 83.9
CSC(=N\N=C\c1ccc2c(c1)OCO2)/N=C/N(C)C | 100.4 | 103.7 | 102.9 | / | 97.6 | 99.2 | 93.6 | 122.8
CC(c1ccccc1)C(C)(C)O (stereo not drawn) | 99.1 | 99.1 | 96.1 | 108.7 | 108.8 | / | / | 102.7
COc1coc(CO)cc1=O | 105.6 | 130.6 | 105.0 | 105.5 | 107.0 | 103.7 | 114.5 | 113.6
Cc1[nH]ncc1NC(=O)c1cncc(C#Cc2cnc3ccc(OCC4(C)COC4)nn23)c1 | 103.2 | 106.5 | 114.2 | 102.1 | 94.8 | 78.8 | 94.1 | 109.4
O=C(Nc1ccc(F)cc1)Nc1ccccc1CNc1nc(Nc2ccc(OCCN3CCCC3)cc2)ncc1Cl | 38.2 | 53.9 | 51.3 | -57.6* | 44.9 | 6.8* | 52.2 | -39.2*
